Growth percent in the NCI-60 one-dose screen (48 h, 10 µM unless noted): 100 = growth as untreated, 0 = no growth, -100 = all killed.
HS 578T: HS 578T breast cancer; actives 4.1% (n = 78,000); AID 1794788
SK-MEL-5: SK-MEL-5 melanoma; actives 6.4% (n = 80,000); AID 1794755
MDA-MB-435: MDA-MB-435 melanoma. actives 7.8% (n = 82,000). AID 1794794
SK-MEL-28: SK-MEL-28 melanoma. actives 4.1% (n = 81,000). AID 1794761
T-47D: T-47D breast cancer | actives 5% (n = 79,000) | AID 1794792
BT-549: BT-549 breast cancer; actives 4.4% (n = 78,000); AID 1794793
LOX IMVI: LOX IMVI melanoma; actives 7.4% (n = 79,000); AID 1794757
SK-MEL-2: SK-MEL-2 melanoma; actives 4.7% (n = 77,000)
The depositor's hits bear a star; · = not tested or not shown; & = joins results of further samples. The calls were made as follows: active = growth percent below 10; inactive = the rest. Some of the compounds tested; count on the stated rates, not on these rows.

Each structure is followed by: HS 578T	SK-MEL-5	MDA-MB-435	SK-MEL-28	T-47D	BT-549	LOX IMVI	SK-MEL-2
1	CC[C@@H]1[C@@H](C)O[C@@](O)([C@@H](C)[C@H](O)[C@H](C)[C@H]2OC(=O)/C=C/C=C/[C@H](C)[C@@H]([C@@H](C)[C@@H](O)[C@H](C)[C@@]3(O)C[C@@H](O[C@H]4C[C@@H](O)[C@H](O)C(C)O4)[C@H](CC)[C@@H](C)O3)OC(=O)/C=C/C=C/[C@@H]2C)C[C@H]1O[C@@H]1C[C@@H](O)[C@H](O)C(C)O1 (stereo not given in full)
  -51.5*	-96.2*	-97.0*	-92.1*	-63.0*	-90.5*	-94.0*	-92.0*
2	NC(=O)C(CCl)NCc1ccccc1 (stereo not given)
  112.0	101.8	104.1	104.7	75.7	78.7	98.7	102.6
3	Cc1cccc(N)c1
  94.0	90.8	96.4	90.3	86.9	101.8	99.0	·
4	COc1ccc(C(Cc2ccc(Cl)cc2)NCCO)cc1 (stereo not given)
  90.6	99.2	102.5	102.9	55.9	72.5	73.7	70.1
5	CC(Br)C(=O)c1ccccc1 (stereo not given)
  85.8	93.1	94.5	94.4	116.4	·	84.6	107.9
6	CCOC(=O)CC(C(=O)OCC)P(=O)(OCC)OCC (stereo not given)
  114.5	100.4	94.8	106.8	116.2	111.8	100.5	108.6
7	CC(C)(C)n1cc(C(=O)c2ccccc2)cc1-c1ccccc1
  89.4	·	73.6	105.5	81.9	64.4	98.6	95.1
8	CCC1(CC(C)C)C(=O)NC(=S)NC1=O
  106.7&108.4	99.1	110.2&107.9	107.4&116.4	98.7&106.7	96.8&115.8	93.1&109.5	104.6&113.3
9	S=P(c1ccccc1)(N1CC1)N1CC1
  103.7	114.1	118.1	114.6	104.1	106.7	104.4	111.2
10	CC1=C2C(=O)[C@H]3[C@@H](CC=C4C[C@@H](O)CC[C@@]43C)[C@@H]2CC[C@]12O[C@@H]1C[C@H](C)CN[C@H]1[C@H]2C
  118.4	96.8	98.2	118.1	106.9	·	96.4	2.1*
11	Brc1ccc(Br)cc1
  102.6	108.9	·	106.7	113.3	100.9	106.8	118.8
12	COc1ccc(-c2nc(C#N)c(N3CCC(S(=O)(=O)F)CC3)o2)cc1
  97.5	100.7	92.0	96.5	104.5	98.3	102.6	137.7
13	C1CC2NCCC3NCCC(N1)N32 (stereo not given)
  100.6	110.8	90.5	101.3	94.6	99.1	93.4	92.0
14	CC1(C)N=C(N)N=C(N)N1c1ccc(CCCC(=O)Nc2ccccc2S(=O)(=O)F)cc1
  99.4	99.8	97.2	110.5	104.5	106.9	102.1	109.5
15	CC(CC(C(N)=O)(c1ccccc1)c1ccccc1)N(C)C (stereo not given)
  69.3	113.7	104.6	108.7	97.4	96.2	103.3	94.2
16	Cc1cc([Se][Se]c2cc(C)c(C)cc2[N+](=O)[O-])c([N+](=O)[O-])cc1C
  102.0	102.2	113.3	112.2	90.7	106.2	·	·
17	COc1ccc(C(=O)c2sc3nc4c(cc3c2N)N2CCC4CC2)cc1OC
  100.2	48.2	99.9	96.1	·	81.5	85.4	·
18	CC/C(=C/c1ccc(OC)cc1)[N+](=O)[O-]
  90.2	36.2	15.1	-52.4*	-43.7*	-34.5*	-92.5*	27.0
19	CC(=O)O[C@@H]1CC[C@]2(C)[C@H]3CC[C@]4(C)C(=O)CC[C@H]4[C@@H]3C[C@@H]3SC(N)=N[C@@]32C1
  54.5	32.5	2.3*	72.2	65.8	45.2	66.3	49.8
20	CC(=O)C1CC2c3ccccc3C1c1ccccc12 (stereo not given)
  104.5	95.6	93.5	100.2	96.4	106.2	104.7	95.7
21	O=C(/C=C/c1sc(N(CCCl)CCCl)nc1Cl)c1ccc(F)cc1
  87.4	106.6	99.1	101.9	78.7	89.1	96.3	91.7
22	C=CCCC1(C2=CCCCC2)C(=O)NC(=O)NC1=O
  105.9	95.1	110.7	99.8	100.6	113.8	99.9	103.9
23	CCC1(CCO)C(=O)NC(=O)NC1=O
  102.0	100.0	102.0	117.4	101.7	109.2	104.8	98.9
24	Cc1cc([N+](=O)[O-])cc([N+](=O)[O-])c1OC(=O)N(C)C
  109.6	109.4	100.9	113.7	102.1	99.7	89.9	97.9
25	Nc1ccccc1-c1ccccc1
  103.2	105.7	115.7	109.5	101.8	·	99.9	·
26	O=C(Nc1cccc(C(F)(F)F)c1)c1cc(Cl)ccc1O
  77.8	87.2	95.3	94.8	75.0	94.6	·	103.4
27	CCCC[C@H](NC(=O)[C@H]1CCCN1C)C(=O)N(C)[C@H](C[C@@H](OC(C)=O)c1nc(C(=O)N[C@@H](Cc2ccccc2)C[C@H](C)C(=O)OCC)cs1)C(C)C
  12.6	-25.1*	-28.6*	71.3	54.4	-21.7*	20.8	52.0
28	C/C(=C\C(=O)O[C@H]1[C@@H]2[C@H](C)CC[C@H]2[C@]2(C)O[C@@]1(C1CCCCC1)C[C@H]2OC(=O)CO)c1ccccc1
  -28.1*	71.7	61.7	64.6	·	-6.4*	·	55.8
29	CC1C=CCCC12C(=O)NC(=O)NC2=O (stereo not given)
  111.1	101.9	97.4	100.2	108.4	105.5	100.6	·
30	CCOC(=O)CC(NCCN1CC1)C(=O)OCC (stereo not given)
  101.3	111.5	104.6	109.0	105.9	113.0	96.8	122.7

Values by screen from above.
Nos. 16 to 23 in SK-MEL-28, in turn: 112.2, 96.1, -52.4*, 72.2, 100.2, 101.9, 99.8, 117.4
Nos. 16 to 23 in LOX IMVI, in turn: ·, 85.4, -92.5*, 66.3, 104.7, 96.3, 99.9, 104.8
Nos. 16 to 23 in MDA-MB-435, in turn: 113.3, 99.9, 15.1, 2.3*, 93.5, 99.1, 110.7, 102.0

Continuation.
Each structure is followed by: HS 578T	SK-MEL-5	MDA-MB-435	SK-MEL-28	T-47D	BT-549	LOX IMVI	SK-MEL-2
31	O=c1cc2n(-c3ccccc3)nc(-c3ccccc3)nc-2cc1N1CC1
  91.3	96.4	100.5	100.3	72.0	88.9	91.7	102.1
32	Cc1cc(NC(=O)CCc2ccc(N3C(N)=NC(N)=NC3(C)C)cc2)ccc1S(=O)(=O)F
  74.7	13.9	32.0	53.9	75.1	·	18.1	-21.1*
33	O=C1NC(=O)C(Br)(Br)C(=O)N1
  98.2	100.0	117.7	115.8	102.7	118.3	86.8	113.3
34	Cc1cccc(-c2nc3c(s2)CC[C@@]2(C)C3=CC[C@@H]3[C@@H]2CC[C@]2(C)C(=O)CC[C@@H]32)c1
  101.9	103.2	100.0	102.1	106.5	111.9	105.8	119.3
35	CCOC1=CC(=O)O[C@]2(CC[C@@]3(C)[C@@H](CC[C@@H]4[C@@H]3CC[C@]3(C)[C@@H](OC(C)=O)CC[C@@H]43)C2)C1
  100.5	44.0	74.0	83.5	57.1	78.0	73.4	86.6

In a second layout: results already given
[31] O=c1cc2n(-c3ccccc3)nc(-c3ccccc3)nc-2cc1N1CC1
  HS 578T: 91.3	SK-MEL-5: 96.4	MDA-MB-435: 100.5	SK-MEL-28: 100.3	T-47D: 72.0	BT-549: 88.9	LOX IMVI: 91.7	SK-MEL-2: 102.1
[32] Cc1cc(NC(=O)CCc2ccc(N3C(N)=NC(N)=NC3(C)C)cc2)ccc1S(=O)(=O)F
  HS 578T: 74.7	SK-MEL-5: 13.9	MDA-MB-435: 32.0	SK-MEL-28: 53.9	T-47D: 75.1	BT-549: ·	LOX IMVI: 18.1	SK-MEL-2: -21.1*
[33] O=C1NC(=O)C(Br)(Br)C(=O)N1
  HS 578T: 98.2	SK-MEL-5: 100.0	MDA-MB-435: 117.7	SK-MEL-28: 115.8	T-47D: 102.7	BT-549: 118.3	LOX IMVI: 86.8	SK-MEL-2: 113.3
[34] Cc1cccc(-c2nc3c(s2)CC[C@@]2(C)C3=CC[C@@H]3[C@@H]2CC[C@]2(C)C(=O)CC[C@@H]32)c1
  HS 578T: 101.9	SK-MEL-5: 103.2	MDA-MB-435: 100.0	SK-MEL-28: 102.1	T-47D: 106.5	BT-549: 111.9	LOX IMVI: 105.8	SK-MEL-2: 119.3

Screening data as filed in PubChem.
